Bioassay records deposited in PubChem BioAssay by National Center for Advancing Translational Sciences (NCATS).
Lipid storage S3 – qHTS Assay for Lipid Storage Modulators in Drosophila S3 Cells; Drosophila S3 cells, BODIPY lipid droplet fluorescence, 18-24 h; cells fed with added oleic acid; Potency in µM for hits, for the others lipid storage change, negative = inhibition, % at the top dose, mostly 46.1 µM; 320,000 compounds, 0.64% hits; active = well fitted inhibition curve with a large enough effect in the signal ratio, with a control signal flat, not every such curve was filed as active; inconclusive = small, poorly fitted or top-dose-only effect, or effect the other way, or a change in a side signal; the % refers to the signal ratio
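Laser-scanning cytometry quantifies lipid droplet accumulation (500–530 nm total intensity; droplet/cell object ratio) in oleic acid-fed (400 uM added) Drosophila S3 cells treated with a concentration series. 20 uM Triacsin C defined 100% inhibition.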
Lipid storage S3 cell count max – second read-out of Lipid storage S3, no call of its own (marks repeat the call); cell number change, %; measured here: cell count max response;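 cells counted by Cell Tracker Red CMTPX staining in the red channel; peak over a dose series mostly up to 46.1 µM; percent activity relative to internal control wells on each plate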
* hit, by the source's call; i = inactive; ? = inconclusive; . = not tested or not shown; [ ] = another dose, or the depositor's remark. % is set by controls: 0 for no effect and ±100 for the full control effect; potency is the fitted concentration of half-maximal effect.

SMILES	Lipid storage S3	Lipid storage S3 cell count max
C/C(=N\Nc1ccc([N+](=O)[O-])cc1[N+](=O)[O-])c1cc2c(ccc3ccccc32)oc1=O	-3.9%	-2.3
CCOC(=O)c1sc2ncnc(NCc3ccco3)c2c1C	-4.7%	-8.9
N#C/C(=C\C=C\c1ccccc1)c1nc(-c2ccc(Cl)cc2)cs1	?	.
CC(/C=C/c1ccc2c(c1)OCO2)=N/NC(=O)c1ccncc1	?	.
COc1ccc(CN=C(Nc2ccccc2)SC2CC(=O)N(C)C2=O)cc1 (stereo unspecified)	?	.
CC(C)COc1ccc(C(=O)Nc2scc(-c3ccc(Cl)cc3Cl)c2C(N)=O)cc1	7.4%	-0.1
Cc1ccc(NC(=O)COC(=O)CSC(=S)N2CCOCC2)cc1	17.7%	-24.5
O=c1cc(-c2ccccc2)oc2ccc(O)cc12	?	.
CN(CCO)C(=O)c1ccc(-c2nn(C)c(=O)c3ccccc23)cc1	16.5%	2.1
Cc1ccc(S(=O)(=O)N2CCN(C(=O)CCc3nc4ccccc4c(=O)[nH]3)CC2)c(C)c1	19.8%	15.2
CC(=O)Nc1cccc(NC(=O)CSc2nc(C3CC3)nc3ccccc23)c1	i	18.4
Cc1c(N=Cc2cccs2)c(=O)n(-c2ccccc2)n1C	?	.

Profiles as entered above. Order of screens: Lipid storage S3	Lipid storage S3 cell count max
`Cc1ccc(S(=O)(=O)N2CCN(C(=O)CCc3nc4ccccc4c(=O)[nH]3)CC2)c(C)c1` is entered as 19.8%	15.2
`Cc1ccc(NC(=O)COC(=O)CSC(=S)N2CCOCC2)cc1` is entered as 17.7%	-24.5
`COc1ccc(CN=C(Nc2ccccc2)SC2CC(=O)N(C)C2=O)cc1` (stereo unspecified) is entered as ?	.

Other structures follow:
SMILES	Lipid storage S3	Lipid storage S3 cell count max
COc1cc(-c2nnc(CSc3nnc(Nc4ccc(Oc5ccccc5)cc4)s3)o2)cc(OC)c1OC	-6.1%	-5.0
CCOC(=O)C(=O)N1CCN(c2cc3c(cc2[N+](=O)[O-])n(C)c(=O)n3C)CC1	-9.1%	15.1
c1ccc(OCCOCCN2CCOCC2)cc1	1.2%	10.1
O=C(Cc1cccc(C(F)(F)F)c1)Nc1ccccc1	3.1%	3.3
COc1ccc(-n2c(CN3CCN(C)CC3)nc3ccc([N+](=O)[O-])cc3c2=O)c(OC)c1	5.4%	-0.3
CN(/N=C/c1cccs1)c1cc(=O)n(C)c(=O)[nH]1	-7.4%	-22.1
O=C1CN(C(=O)/C=C/c2cc(Br)ccc2F)CCN1	i	13.8
Cc1ccc(S(=O)(=O)NC(CC(C)C)C(=O)N2CC(C)OC(C)C2)cc1 (stereo unspecified)	?	.
COc1ccc(N2CCN(C(=O)c3ccc(Br)cc3)CC2)c([N+](=O)[O-])c1	?	.
COC(=O)c1ccc(OC)c(CSc2nnc(COc3ccc(OC)cc3)o2)c1	?	.
O=C(Nc1ccc(Cl)cc1)NC1CCS(=O)(=O)C1 (stereo unspecified)	4.1%	3.8
Cc1cc(Br)cc2c(C(=O)NCC3CCCO3)cc(-c3ccccc3)nc12 (stereo unspecified)	?	.
c1ccc2c(CSCc3nc4ccccc4[nH]3)cccc2c1	-14.2%	-8.6
Cc1nc2ccccc2c2nc(NC(=O)Cc3ccccc3)nn12	?	.
Cc1cc(C)c(OCCn2ccnc2)c(C)c1	i	28.1
CN(Cc1cccc(Cl)c1Cl)CC(O)COc1ccccc1 (stereo unspecified)	?	.
CC1(C)CC(NC(=O)C(=O)NCCc2ccccc2)CC(C)(C)N1	-0.4%	9.8
CCOC(=O)N1N=C(C)CC1(O)c1ccc(Cl)cc1 (stereo unspecified)	?	.
C=CCNC(=O)/C(=C/c1ccccc1OCC)NC(=O)c1ccccc1	-0.2%	0.3
Cc1ccc(CNC(=O)c2ccccc2-n2cnnn2)cc1	13.4%	1.1
CCCNC(=O)C(Cc1ccccc1)NC(=O)c1ccccc1 (stereo unspecified)	?	.
CC(=O)Nc1ccc(NC(=O)C(C)OC(=O)CN2C(=O)C3CCCCC3C2=O)cc1 (stereo unspecified)	-27.5%	9.0
COc1ccc(/C=N\NC(=O)C2COc3ccccc3O2)cc1O (stereo unspecified)	?	.
CCOc1ccc(N(C(C)C(=O)N/N=C(\C)C(C)(C)C)S(C)(=O)=O)cc1 (stereo unspecified)	?	.
COc1ccc(S(=O)(=O)NCCSCc2ccco2)cc1OC	?	.
Cc1ccc(N(CC(=O)Nc2cc(Cl)ccc2Oc2ccccc2)S(C)(=O)=O)cc1C	?	.
COc1ccc(/C(O)=C2/C(=O)C(=O)N(CCN(C)C)C2c2cccnc2)cc1C (stereo unspecified)	4.6%	6.2
O=C(NC(=S)Nc1ccc(Br)c(Cl)c1)C1CC1	?	.
Cc1nc([N+](=O)[O-])cn1CC(=O)c1ccccc1	?	.
CC(NC(=O)CSc1nc2ccccc2n1C)c1ccccc1 (stereo unspecified)	?	.
CCOc1ccc(N=C2NC(=O)CS2)cc1	?	.
COc1ccc(-n2c(C)cc(/C=C3\C(=N)N4N=C(CC(=O)N5CCOCC5)SC4=NC3=O)c2C)c(OC)c1	?	.
Cc1cc(OC(=O)c2cccc(F)c2)c([N+](=O)[O-])c(=O)[nH]1	i	-9.4
COc1cc(OC)cc(OCC(O)Cn2ccnc2C)c1 (stereo unspecified)	?	.
CSCCC(NC(=O)COc1ccccc1)C(=O)N1CCN(c2ccccc2O)CC1 (stereo unspecified)	?	.
O=C(CSc1nnc2ccccn12)NCc1ccc2c(c1)OCO2	?	.
O=C(OCc1c(Cl)nc2sccn12)c1cc2c(s1)CCCC2	?	.
O=C(N/N=C/c1ccc(Cl)s1)C(O)c1ccccc1 (stereo unspecified)	?	.
CCOc1ccc(N2CC(C(=O)Nc3nnc(C4CCCCC4)s3)CC2=O)cc1 (stereo unspecified)	i	-26.7
Cc1cc(NC(=O)c2ccc(Cl)cc2Cl)n(CCC#N)n1	-5.3%	.
COC(=O)c1ccc(NC(=O)CCN2CCOCC2)cc1	?	.
CCC1Nc2ncnc(N3CCCCC3)c2N(Cc2ccccc2)C1=O (stereo unspecified)	?	.
CC(=O)c1cccc(NC(=O)CN(C)S(=O)(=O)c2ccc3c(c2)CC(C)N3C(C)=O)c1 (stereo unspecified)	-11.5%	17.3
Cc1ccc(CN(c2ccc(C(=O)NCC3CCCO3)cc2)S(C)(=O)=O)cc1 (stereo unspecified)	?	.
O=C(CN1CCCC1)Nc1ccc(NC(=O)Nc2ccccc2)cc1	13.6%	2.0
O=C(CSc1ncn[nH]1)N1CCN(c2nnc(-c3ccccc3)c3ccccc23)CC1	?	.
O=c1[nH]cnc2c1sc(=S)n2-c1ccccc1	?	.
O=C(Cc1c(F)cccc1Cl)NCCc1c[nH]c2ccccc12	?	.
COc1ccc(OC)c(C2CC(c3ccccc3)=NN2C(=S)Nc2ccccc2)c1 (stereo unspecified)	?	.
COc1cc(NC(=O)CCC(=O)Nc2ccc3nc(N4CCOCC4)cc(C)c3c2)cc(OC)c1OC	3.9%	9.0
CCC(Sc1nc2ccccc2c(=O)[nH]1)C(=O)O (stereo unspecified)	10.3%	-3.0
Oc1c(C(c2ccccc2Cl)N2CCCC2)ccc2cccnc12 (stereo unspecified)	-0.2%[9.22 µM]	-0.6
CCOC(=O)C1CCCN(C(=O)Cn2nc(C)c3c(C)n(-c4ccccc4)nc3c2=O)C1 (stereo unspecified)	?	.
O=C(c1ccco1)N1CCN(C(=O)C2CCCO2)CC1 (stereo unspecified)	i	12.3
CC(C)(C)C(=O)Nc1ccc(F)cc1[N+](=O)[O-]	0.2%	18.7
COc1ccc(S(=O)(=O)N(C)CC(=O)NC2CCCC2)cc1OC	?	.
O=C(c1cc(-c2ccc3c(c2)OCO3)on1)N1CCCCC1	?	.
COc1ccccc1NC(=O)NCC(=O)Nc1ccc(F)c(F)c1	i	-4.4
CCC(C)(C)NC(=O)C(c1sccc1C)N(Cc1ccco1)C(=O)c1csnn1 (stereo unspecified)	?	.
CN(C)CC(=O)Nc1ccc(Oc2ccc(Cl)cc2)cc1	?	.
Next section.
SMILES	Lipid storage S3	Lipid storage S3 cell count max
Cc1nn(C)c(Cl)c1/C=C/C(=O)O	?	.
CC(=O)NC(=S)Nc1ccc(NC(=O)COc2ccc(Cl)cc2Cl)cc1	?	.
CC(CNC(=O)c1cncc(O)c1)NC(=O)c1cncc(O)c1 (stereo unspecified)	7.9%	-5.7
CCOc1ccc(NC(=O)COc2ccccc2)c([N+](=O)[O-])c1	?	.
COc1ccc(C(=O)NC(=S)Nc2ccc(CN3CCOCC3)cc2)cc1	0.9%	9.5
CC(C)n1c(CN(C)Cc2ccccc2)nc2c1c(=O)n(C)c(=O)n2C	?	.
N#CC1=C(SCC(N)=O)NC(=O)CC1c1ccccc1Cl (stereo unspecified)	7.7%	6.8
O=C(Nc1cc(S(=O)(=O)N2CCCC2)ccc1OCC(F)(F)F)c1ccccc1F	?	.
Cc1cccc(CNc2ncnc3ccc(-c4ccccc4Cl)cc23)c1	?	.
O=C(COC(=O)c1sc2cc(F)ccc2c1Cl)Nc1ncc(Cl)cc1Cl	-9.8%	-19.7
COc1ccc(NC(=O)CC2C(=O)N(Cc3cccs3)C(=S)N2C(C)C)cc1 (stereo unspecified)	?	.
CCN1CCN(c2ccc(NC(=O)Cc3ccccc3)cc2)CC1	i	-0.3

Reformatted with bars between the fields: six of the compounds above.
canonical_smiles | Lipid storage S3 | Lipid storage S3 cell count max
CC(C)n1c(CN(C)Cc2ccccc2)nc2c1c(=O)n(C)c(=O)n2C | ? | .
N#CC1=C(SCC(N)=O)NC(=O)CC1c1ccccc1Cl (stereo unspecified) | 7.7% | 6.8
O=C(Nc1cc(S(=O)(=O)N2CCCC2)ccc1OCC(F)(F)F)c1ccccc1F | ? | .
Cc1cccc(CNc2ncnc3ccc(-c4ccccc4Cl)cc23)c1 | ? | .
O=C(COC(=O)c1sc2cc(F)ccc2c1Cl)Nc1ncc(Cl)cc1Cl | -9.8% | -19.7
COc1ccc(NC(=O)CC2C(=O)N(Cc3cccs3)C(=S)N2C(C)C)cc1 (stereo unspecified) | ? | .

New compounds follow.
SMILES	Lipid storage S3	Lipid storage S3 cell count max
COc1ccc(-n2c(SCC(=O)N3CCOCC3)nc(O)cc2=O)cc1	?	.
CC(OC(=O)COc1ccccc1)C(=O)NC1CCCC1 (stereo unspecified)	-0.6%	-16.3
CCCCCCn1cc(C(=O)O)c(=O)c2ccccc21	?	.
CC(NS(=O)(=O)c1ccc(F)cc1)C(=O)Nc1ccc2c(c1)OCCO2 (stereo unspecified)	?	.
CCC(C)OC(=O)C1=C(C)OC23OC(N)=C(C#N)C12C(=O)c1ccccc13 (stereo unspecified)	-4.0%	2.4
Cc1nc(SCC(=O)Nc2c(C)nn(C)c2C)c2cnn(-c3ccccc3)c2n1	-15.6%	-2.3
COc1ccc(-c2nnc(SCC(=O)Nc3nc4ccccc4s3)n2C)cc1	?	.
COc1ccc(NC(=O)Nc2cccc(NC(C)=O)c2)c(OC)c1	?	.
O=C(O)CCCNC(=O)c1nn(Cc2ccccc2)c(=O)c2ccccc12	?	.
O=C(CCC(=O)N1CCOc2ccccc21)NCCc1ccccc1	-21.4%	-10.7
COc1c(S(=O)(=O)NCCCN2CCOCC2)ccc(Cl)c1Cl	7.0%	12.5
CCOC(=O)c1sc(N/N=C/c2cc(Br)c(O)c(OC)c2)nc1C	?	.
CCOc1ccc(NS(=O)(=O)CC23CCC(CC2=O)C3(C)C)cc1 (stereo unspecified)	?	.
COC(=O)c1sc(NC(=O)c2c(OC)cccc2OC)c(C#N)c1C	-8.0%	7.6
COc1ccc(Cl)cc1NC(=O)CN(C)C(=O)CCCc1c[nH]c2ccccc12	?	.
Cc1cc2[nH]c(=O)c(=O)[nH]c2cc1S(=O)(=O)NC1CCCCC1C (stereo unspecified)	-4.5%	-6.1
COc1ccc(-c2noc(-c3ccoc3C)n2)cc1	16.2%	4.4
CCCN1CNC(=S)N(Cc2ccccc2)C1	7.9%	-0.6
CSc1nc(-c2ccco2)nn1C(=O)Cc1ccccc1	-20.8%	-1.7
CN1CC(=O)N/C1=N\C(=O)Nc1ccc(O)cc1	?	.
CCOc1ccc(S(=O)(=O)Nc2cc(Cl)ccc2O)cc1	?	.
COCCCN(C(=O)CCSc1ccc(F)cc1)c1c(N)n(Cc2ccccc2)c(=O)[nH]c1=O	-11.6%	-19.1
Cc1ccc(C(=O)C2=C(O)C(=O)N(Cc3cccnc3)C2c2ccc(OC(C)C)cc2)o1 (stereo unspecified)	?	.
C=CCn1c(Cc2nc3ccc(Cl)cc3[nH]2)n[nH]c1=S	i	12.1
CC(=O)Nc1nc(C)c(-c2csc(Nc3ccc(O)cc3)n2)s1	?	.
O=C(Oc1cccc2ccccc12)c1cc(Cl)nc2ccccc12	-4.0%	4.5
Cn1nccc1C(=O)N1CCN(c2ncccn2)CC1	?	.
Cc1cc(C)n2nc(CC#N)c(C#N)c2n1	4.1%	26.6
COc1cc(C2C(C#N)=C(N)N(N(C)C)C3=C2C(=O)CCC3)ccc1O (stereo unspecified)	16.1%	3.5
Cc1ccc(C)c(NC(=O)CCN2C(=O)c3ccccc3C2=O)c1	i	0.8
S=c1[nH]nc(/C=C/c2ccccc2)o1	?	.
CCOC(=O)c1c(NC(=O)COC(=O)c2cc(OC)c(OC)cc2[N+](=O)[O-])sc(C)c1C	12.8%	4.9
CCc1cccc(NC(=O)CCS(=O)(=O)c2cc3c(cc2C)NC(=O)CO3)c1	?	.
Cc1cccc(N(C(=O)c2csnn2)C(C(=O)NC(C)(C)C)c2cccnc2)c1 (stereo unspecified)	-3.4%	-0.1
CCOc1ccc(OC(=O)C(CCS(C)(=O)=O)N2C(=O)c3ccccc3C2=O)cc1 (stereo unspecified)	5.2%	27.7

Some of the compounds tested. The share of hits here may be higher or lower than overall.
